C8 TRAIL sens – caspase-8 TRAIL sensitization; NB7+C8 cells + TRAIL, ATPlite viability luminescence; inhibition (viability loss, TRAIL sensitization), % at 10 µM; 1% of 360,000 active; AID 624354;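 active means compounds causing at least 50% loss of cell viability in the single-dose screen, relative to plate controls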
NCOA3 inh – inhibitors of human steroid receptor coactivator 3 (SRC3); inhibition, % at 3.6 µM; AID 588352; HEK293 GAL4-SRC3 luciferase reporter, luminescence; 0.17% of 360,000 active;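 active means inhibition above a per-campaign cutoff, the mean of all compounds plus 3 SD, cut at about 60% in these data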;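 further: 0% = DMSO-treated cells and 100% = gossypol-treated cells at 36 µM; higher means less SRC3-driven luciferase light from the GAL4 reporter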
NCOA2 inhibitor – human SRC2 (NCOA2) inhibition; Q15596; HEK293 GAL4-SRC2 luciferase reporter, luminescence; inhibition, % at 9 µM; 0.17% of 370,000 active;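 active means inhibition above the mean inhibition of all tested compounds plus 3 SD, set per campaign, cut at about 52% in these data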;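 further: 0% = DMSO treated cells and 100% = cells given Gossypol at 36 µM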
NCOA1 inh – human NCOA1 inhibition; Q15788; HEK293 GAL4-SRC1 luciferase reporter, luminescence; inhibition, % at 3.6 µM; 0.12% of 360,000 active;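 active means inhibition above the campaign mean plus 3 SD, with each screening campaign given its own cutoff, cut at about 60% in these data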;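 further: 0% = DMSO treated cells and 100% = gossypol at 36 µM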
TROY NFkB inh – TROY signaling inhibition | Q293 LMP1-TROYcd NF-kB luciferase reporter, 4 h | inhibition, % at 10 µM | 0.98% of 360,000 active;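 active means compounds whose plate-normalised and pattern-corrected inhibition of the luciferase reporter signal at the single screening dose is 50% or more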
Vif inh – HIV Vif inhibition | HEK293T cells, Vif self-association by quenched fluorescence, imaging, 24 h | inhibition, % at 7.49 µM | 0.35% of 340,000 active | AID 602346; in the data active means inhibition above about 50%, passing the limit was not always enough; inconclusive means no clear call, values can overlap the other calls; inactive means below about 31%; further: some results filed as inactive read as strong as hits
TLR9-MyD88 inh – TLR9-MyD88 interaction inhibition; Q9NR96+Q99836; CHO BLA complementation TLR9-MyD88, CCF4 FRET ratio; inhibition, % at 4.98 µM; 0.21% of 340,000 active;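 active means inhibition above the mean over all tested compounds plus 3 SD, cut at about 21% in these data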;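 further: 0% = DMSO only wells and 100% = clavulanate BLA inhibitor control wells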
Target sequence (Q99836 whole entry, looked up): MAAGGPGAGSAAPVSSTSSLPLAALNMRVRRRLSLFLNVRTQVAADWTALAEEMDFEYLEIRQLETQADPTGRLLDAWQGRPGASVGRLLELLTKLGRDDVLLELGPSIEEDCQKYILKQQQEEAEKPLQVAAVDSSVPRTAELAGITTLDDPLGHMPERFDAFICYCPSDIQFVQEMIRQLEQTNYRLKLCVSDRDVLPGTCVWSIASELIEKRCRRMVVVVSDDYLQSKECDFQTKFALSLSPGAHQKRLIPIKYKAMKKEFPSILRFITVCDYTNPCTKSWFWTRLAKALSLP
Target sequence (Q9NR96 whole entry, looked up): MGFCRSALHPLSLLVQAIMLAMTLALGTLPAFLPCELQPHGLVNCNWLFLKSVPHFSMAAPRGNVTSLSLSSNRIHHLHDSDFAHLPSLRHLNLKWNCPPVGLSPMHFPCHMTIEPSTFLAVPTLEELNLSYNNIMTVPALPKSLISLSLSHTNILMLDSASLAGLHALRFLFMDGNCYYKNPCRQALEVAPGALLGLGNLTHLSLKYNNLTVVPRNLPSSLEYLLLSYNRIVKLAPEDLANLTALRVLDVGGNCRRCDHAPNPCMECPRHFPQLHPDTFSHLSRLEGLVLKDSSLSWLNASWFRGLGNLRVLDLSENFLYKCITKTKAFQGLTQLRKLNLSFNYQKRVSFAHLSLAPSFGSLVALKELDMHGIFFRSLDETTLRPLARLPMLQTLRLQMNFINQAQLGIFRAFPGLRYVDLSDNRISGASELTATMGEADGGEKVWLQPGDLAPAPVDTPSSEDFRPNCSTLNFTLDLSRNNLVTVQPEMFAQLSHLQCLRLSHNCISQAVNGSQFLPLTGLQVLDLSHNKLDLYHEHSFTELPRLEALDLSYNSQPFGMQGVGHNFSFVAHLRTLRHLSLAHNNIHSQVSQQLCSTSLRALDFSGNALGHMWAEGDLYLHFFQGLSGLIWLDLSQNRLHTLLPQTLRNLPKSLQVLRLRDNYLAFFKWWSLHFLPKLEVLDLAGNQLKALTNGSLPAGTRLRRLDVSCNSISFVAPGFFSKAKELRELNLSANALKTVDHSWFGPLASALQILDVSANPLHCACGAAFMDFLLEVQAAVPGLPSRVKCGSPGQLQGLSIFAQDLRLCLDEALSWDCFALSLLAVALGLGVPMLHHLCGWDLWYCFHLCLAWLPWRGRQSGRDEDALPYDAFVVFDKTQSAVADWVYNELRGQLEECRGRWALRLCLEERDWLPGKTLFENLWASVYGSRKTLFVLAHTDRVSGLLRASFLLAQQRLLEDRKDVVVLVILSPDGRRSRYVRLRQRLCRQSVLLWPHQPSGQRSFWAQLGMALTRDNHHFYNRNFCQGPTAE
NR2F2 inh – inhibitors of human COUP-TFII (NR2F2). P24468. HEK293T NGFI-A luciferase reporter, luminescence. inhibition, % at 8.6 µM. 0.7% of 370,000 active. AID 686940;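 active means inhibition above a per-plate cutoff, mean inhibition of test wells between control levels plus 3 SD, cut at about 38% in these data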;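 further: cells cotransfected with COUP-TFII expression vector driving the NGFI-A reporter; 0% = median of COUP-TF2 test wells and 100% = reporter-only cells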
LMP1 NFkB inh – Epstein-Barr LMP1 NF-kappaB reporter inhibition; LMP1-induced NF-kappaB luciferase reporter cells, luminescence; inhibition, % at 12.5 µM; 0.69% of 350,000 active; AID 504558; in the data active means inhibition above about 41%; inconclusive means no clear call, values can overlap the other calls;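 further: 0% = neutral control wells and 100% = reference inhibitor control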
NOD2 RIPK2 PPI – NOD2-RIPK2 protein interaction inhibition | O43353 | CHO BLA complementation NOD2-RIPK2, CCF4 ratio | inhibition, % at 4.98 µM | 0.38% of 360,000 active; in the data active means inhibition above about 21%;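 further: 0% = vehicle only and 100% = reference blocker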
NR5A2 inv ag – suppresses constitutive activity of human LRH-1 | O00482 | HEK293T StAR-luciferase reporter, LRH-1 transfected, 24 h | inhibition, % at 3.6 µM | 0.13% of 360,000 active;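 active means inhibition above the mean inhibition of all tested compounds plus 3 SD, cut at about 73% in these data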;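 further: 0% = DMSO wells and 100% = reporter-only cells lacking LRH-1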
Starred values were filed as active, the others as inactive; ? = inconclusive; / = no result given.

cpd	mol	LMP1 NFkB inh	C8 TRAIL sens	NCOA2 inhibitor	TLR9-MyD88 inh	TROY NFkB inh	NR5A2 inv ag
1	O=Cc1c(Sc2ccccn2)nc2ccccn2c1=O	-6.3	-25.0	18.3	-0.7	5.2	-25.2
2	CCn1c(SCC(=O)N=Nc2c(O)[nH]c3ccccc23)nc2ccccc21	10.0	-8.9	-6.4	-12.4	-7.8	0.8
3	CCCc1nc2ccccc2c(C(=O)OCC(=O)Nc2cccc(S(=O)(=O)N3CCOCC3)c2)c1CC	10.0	25.8	3.8	-5.5	41.9	10.2
4	Cc1cccc(C(=O)N2CCC(c3nc(-c4ccc(S(=O)(=O)N5CCOCC5)cc4)no3)CC2)c1	-7.7	7.5	-14.3	6.7	12.4	10.2
5	CCC(C)c1cc(S(=O)(=O)N2CCOCC2)ccc1OC (centres undefined)	1.0	6.2	-13.3	0.3	-12.4	-8.9
6	CCOC(=O)c1c(-c2ccc(OC)cc2)csc1NC(=O)CSc1ccccc1	-3.1	11.7	6.3	-4.8	-2.1	-15.6
7	COC(=O)C(CCSC)NC(=O)c1cc2c(n(-c3ccccc3)c1=O)CC(C)(C)CC2=O (centres undefined)	-3.2	-6.2	-16.3	-12.4	14.0	12.8
8	CCOC(=O)NCC(C)(C)CNC(=O)OCC	2.7	-11.7	-0.5	-8.0	0.8	13.7
9	CCc1nc2ccccc2c(C(=O)OCC(=O)NC(=O)c2cccn2C)c1C	-2.7	6.9	-6.4	-2.7	19.5	5.7
10	Cc1ccc(C(=O)OCC(=O)NCc2cccs2)cc1C	-6.4	0.4	-4.2	-7.9	-50.9	-1.5
11	CC1=CC(=C2C(=O)c3ccccc3C2=O)C=C(C)N1C	-17.7	13.7	-42.1	-8.5	-21.3	-46.9
12	CCCSc1cc(N2CCOCC2)nc(-c2ccccc2Cl)n1	-1.8	10.4	6.4	3.5	3.3	-0.4

cpd	NR2F2 inh	Vif inh	NOD2 RIPK2 PPI	NCOA1 inh	NCOA3 inh
1	-16.6	11.4	1.4	-15.2	-15.8
2	-1.6	2.5	-10.7	-1.1	20.9
3	30.5	-10.3	2.7	20.6	12.5
4	3.0	3.3	-7.5	-7.8	13.2
5	10.6	-5.9	-6.4	-8.3	-32.6
6	-8.8	-2.4	-18.2	6.3	13.3
7	3.0	9.3	-10.8	-28.5	22.2
8	11.9	9.5	-1.6	-3.3	5.3
9	4.1	-6.9	-6.9	-15.1	11.5
10	-6.5	-1.1	-6.6	-8.7	14.6
11	-21.7	-5.8	4.2	-35.5	-33.6
12	-1.0	?	6.0	-1.3	4.8

Next section
cpd	mol	LMP1 NFkB inh	C8 TRAIL sens	NCOA2 inhibitor	TLR9-MyD88 inh	TROY NFkB inh	NR5A2 inv ag
13	COc1ccc(-c2nc(C=O)cs2)cc1	-4.6	-1.0	-11.8	2.5	-49.8	-52.1
14	CN(C(=O)c1cccs1)c1ccc(OCC(=O)Nc2ccc(C(=O)O)cc2)cc1	-0.8	-13.9	3.8	2.8	-9.5	12.7
15	CC12CCC=CC1=C(C=O)C1C2CCC2(C)C(O)CCC12 (centres undefined)	2.4	1.6	-15.7	0.4	8.5	14.6
16	O=C(C1CCCO1)N1CCc2ccccc21 (centres undefined)	-1.7	-2.2	-11.3	-7.3	-46.6	7.1
17	Cc1cccc2cc(C(c3nnnn3Cc3ccccc3)N3CCCc4ccccc43)c(=O)[nH]c12 (centres undefined)	-25.4	-3.6	-13.6	12.1	-12.3	-11.3
18	Cc1ccc2c(C)c(C(=O)N3CCN(C4CCS(=O)(=O)C4)CC3)oc2c1C (centres undefined)	-4.7	-0.1	-25.1	-5.6	19.2	3.0
19	Cc1cc(Oc2ccc(=O)n(C)n2)nc(SCCOc2ccccc2)n1	-4.0	-11.2	-4.4	2.5	-28.7	16.2
20	COc1cccc(OCC(=O)N(Cc2nc(-c3ccc(Cl)cc3)no2)C(C)C)c1	-3.2	-4.1	-12.0	-11.2	9.7	-10.7
21	CC(C)N(C(=O)COC(=O)[C@@H]1CC(O)CN1S(=O)(=O)c1ccc(C(C)(C)C)cc1)C(C)C (some centres undefined)	-2.2	6.4	-14.4	8.6	11.7	2.8
22	COc1ccc(C)cc1NC(=O)C1CCCN1S(=O)(=O)c1ccc2c(c1)CCC(=O)N2 (centres undefined)	-11.4	-7.4	-20.0	0.3	-1.8	15.4
23	COC(=O)C1(C(=O)OC)NOC2C(=O)N(N(C)c3ncc(C(F)(F)F)cc3Cl)C(=O)C21 (centres undefined)	-4.5	5.2	10.3	5.2	-17.9	9.6
24	COc1ccc2ccccc2c1C1CC(=O)N2CN(C3CCCCC3)CSC2=C1C#N (centres undefined)	3.2	9.2	-8.0	-1.4	3.1	11.8

cpd	NR2F2 inh	Vif inh	NOD2 RIPK2 PPI	NCOA1 inh	NCOA3 inh
13	-16.5	-10.5	-7.5	-33.2	-35.6
14	7.6	-1.5	-3.9	-5.9	2.5
15	11.9	1.5	6.9	-2.2	-1.2
16	-3.7	/	-6.9	3.2	6.2
17	5.8	3.8	-9.1	-7.7	-24.5
18	2.7	-2.3	-18.6	-29.4	5.6
19	-9.7	-1.4	-7.0	14.2	-5.4
20	6.0	-8.1	-5.5	2.9	-9.6
21	-3.5	0.9	2.6	1.6	12.4
22	5.2	-16.7	-7.3	5.1	-34.3
23	20.5	31.1	-4.0	9.3	13.0
24	-3.4	8.2	-7.0	9.1	-11.9

Next part:
cpd	mol	LMP1 NFkB inh	C8 TRAIL sens	NCOA2 inhibitor	TLR9-MyD88 inh	TROY NFkB inh	NR5A2 inv ag
25	CCOC(=O)Cc1csc(NC(=O)CSc2nc(=O)[nH]c3c2CCC3)n1	-4.1	-2.4	26.0	-7.0	7.8	17.2
26	CC(C)c1cc(-c2cc(C(=O)NCc3ccccc3)on2)nc(NCC2CC2)n1	-3.6	3.0	-1.9	-5.1	15.6	21.1
27	CNC(=O)COc1ccc(S(=O)(=O)Nc2ccc(OC)cc2)cc1	2.3	-3.9	-9.6	-8.9	2.8	-0.1
28	Cc1nc(C)c(C(=O)C2=C(O)C(=O)N(CCCn3ccnc3)C2c2ccc(Cl)cc2)s1 (centres undefined)	-6.8	-13.3	12.8	-2.5	-62.8	-23.0
29	COc1ccc(-c2ccc(N)cn2)cn1	-0.6	-9.4	-30.4	-10.9	-30.7	-24.4
30	CC(C)NC(=O)c1cc(-c2cccs2)on1	-7.4	4.2	-40.2	6.5	-60.1	-114.1
31	Cc1ccc(-c2n[nH]c(=O)c3ccccc23)cc1S(=O)(=O)N(C)C	1.1	2.2	13.6	-2.2	5.4	8.7
32	O=C(c1ccc([N+](=O)[O-])s1)N1CCN(c2ccccn2)CC1	-0.7	16.7	-14.7	0.5	6.9	34.4
33	COc1ccc(CNC(=O)C2CCCN2S(=O)(=O)c2ccccc2)cc1 (centres undefined)	0.5	13.1	11.0	-4.7	10.7	11.8
34	CCSc1nnc(NS(=O)(=O)c2ccc(OC)cc2)s1	2.5	-7.6	1.2	-3.7	12.7	1.3
35	Cc1cc(SCC(=O)OCC(=O)c2c(N)n(C)c(=O)n(C)c2=O)c(C)cc1Br	2.5	-11.6	8.8	5.0	17.1	-16.2
36	O=C(O)CCNS(=O)(=O)c1ccc2ccccc2c1	-0.7	6.7	-4.0	8.5	7.8	10.9

cpd	NR2F2 inh	Vif inh	NOD2 RIPK2 PPI	NCOA1 inh	NCOA3 inh
25	1.3	-2.3	-5.4	-8.2	6.1
26	2.8	14.5	-10.5	8.3	-17.1
27	3.0	4.7	6.4	10.4	-16.6
28	5.6	3.3	1.3	-10.2	-8.2
29	-18.1	-5.7	-2.7	-47.9	-17.8
30	-34.4	0.6	14.4	-87.3	-136.8
31	-25.0	13.9	-0.8	20.9	11.6
32	8.9	16.2	-3.1	0.6	10.9
33	-2.2	11.1	-7.1	-12.1	-6.7
34	15.0	-0.7	-11.0	-34.3	-0.3
35	15.8	-4.8	-7.0	-6.5	1.7
36	-6.1	3.9	3.6	0.3	3.1

Single values from the entries so far.
Vif inh result of CCOC(=O)Cc1csc(NC(=O)CSc2nc(=O)[nH]c3c2CCC3)n1 stands at -2.3
NR5A2 inv ag result of CC(C)c1cc(-c2cc(C(=O)NCc3ccccc3)on2)nc(NCC2CC2)n1 stands at 21.1
TLR9-MyD88 inh result of COc1ccc(CNC(=O)C2CCCN2S(=O)(=O)c2ccccc2)cc1 (centres undefined) stands at -4.7
Vif inh result of CC(C)NC(=O)c1cc(-c2cccs2)on1 stands at 0.6
TROY NFkB inh result of COc1ccc(-c2ccc(N)cn2)cn1 stands at -30.7

Whole records, looked up by structure. Order of screens: LMP1 NFkB inh	C8 TRAIL sens	NCOA2 inhibitor	TLR9-MyD88 inh	TROY NFkB inh	NR5A2 inv ag	NR2F2 inh	Vif inh	NOD2 RIPK2 PPI	NCOA1 inh	NCOA3 inh
`Cc1ccc2c(C)c(C(=O)N3CCN(C4CCS(=O)(=O)C4)CC3)oc2c1C` (centres undefined) as listed: -4.7	-0.1	-25.1	-5.6	19.2	3.0	2.7	-2.3	-18.6	-29.4	5.6
`CCCc1nc2ccccc2c(C(=O)OCC(=O)Nc2cccc(S(=O)(=O)N3CCOCC3)c2)c1CC` as listed: 10.0	25.8	3.8	-5.5	41.9	10.2	30.5	-10.3	2.7	20.6	12.5

Next section
cpd	mol	LMP1 NFkB inh	C8 TRAIL sens	NCOA2 inhibitor	TLR9-MyD88 inh	TROY NFkB inh	NR5A2 inv ag
37	COc1cccc(/C=c2/s/c(=C(\C#N)C(=O)N3CCOCC3)n(-c3ccccc3)c2=O)c1	1.2	16.3	-19.9	0.1	6.5	-11.6
38	CN(C)c1nc(N)c([N+](=O)[O-])c(NCC2CCCO2)n1 (centres undefined)	-3.5	-21.2	15.1	/	2.6	-1.2
39	COc1ccc(C(=O)c2ccc(OC)c(OC)c2OC)cc1	6.5	22.4	-6.6	0.5	4.4	8.7
40	Cc1ccc(CC2C(=O)N(c3cc(C)ccc3C)C(=O)C2C)cc1 (centres undefined)	-1.4	-21.3	35.0	2.3	8.6	-3.3
41	CCOc1ccccc1NC(=O)C1CCN(C(=O)NCc2ccccc2)CC1	-5.2	-10.4	12.0	-7.6	3.6	15.6
42	COC(=O)c1ccc(CO/N=C/c2ccc(OC)cc2OC)cc1	-3.3	9.5	9.2	-5.7	17.4	-18.4
43	CCO/N=C(/c1nonc1N)N1CCN(c2ccc([N+](=O)[O-])cc2)CC1	1.1	1.3	10.5	3.6	7.5	24.4
44	Cc1cccc(C)c1OCCN1CCCC1	-1.4	1.4	2.6	7.0	9.8	20.8
45	COc1ccccc1N1CCN(C(=O)c2cc3c(s2)CCC3)CC1	-3.0	-11.5	-18.9	-3.6	-10.3	-21.6

cpd	NR2F2 inh	Vif inh	NOD2 RIPK2 PPI	NCOA1 inh	NCOA3 inh
37	3.4	6.3	6.8	-49.4	-4.3
38	-13.5	/	-11.8	5.7	-17.2
39	2.5	27.4	4.3	-25.3	-2.9
40	25.5	-3.8	2.4	-10.1	-8.5
41	-5.7	2.2	-4.7	1.2	8.6
42	-1.2	-0.3	-1.1	-20.8	10.1
43	17.3	2.4	2.1	-25.7	-0.2
44	-15.7	-1.6	3.4	-21.0	6.5
45	9.5	4.7	-5.6	1.5	-2.1

The list is partial; rates above refer to the full screens.
